# Compound activity: PubChem BioAssay, National Center for Advancing Translational Sciences (NCATS)
# UDG counterscr = Primary qHTS assay for inhibitors of Activation Induced Cytidine Deaminase (AID): UDG Counterscreen signal; AID 1347430, 2020; FRET deamination/UDG coupled assay, UDG read, 4 h; Potency, µM (highest dose often 115 µM), for inactives: at the top dose activity change, negative = inhibition, hits mostly inhibitors; 0.14% of 91,000 active; further: nearly all actives have a fitted effect of over 65% in size
# AID inh = Primary qHTS assay for inhibitors of Activation Induced Cytidine Deaminase (AID): AID signal. Single-stranded DNA cytosine deaminase (Homo sapiens), Q9GZX7. AID deamination FRET fluorescence, UDG-coupled, 4 h. Potency, µM (series often up to 115 µM), inactives show top-dose activity change, negative = inhibition, actives largely listed as inhibitors. 0.32% of 91,000 active. AID 1347428, 2020; further: nearly all actives have a fitted effect of over 25% in size
# Target sequence (Q9GZX7 whole entry, looked up): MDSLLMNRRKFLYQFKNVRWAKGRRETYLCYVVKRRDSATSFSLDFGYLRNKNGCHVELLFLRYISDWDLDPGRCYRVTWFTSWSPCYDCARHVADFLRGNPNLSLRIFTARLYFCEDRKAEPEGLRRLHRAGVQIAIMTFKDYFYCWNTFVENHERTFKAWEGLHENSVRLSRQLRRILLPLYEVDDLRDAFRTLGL
# * marks the source's active call; other numbers are inactive results; ? = inconclusive; & = joins results of further samples; [ ] = another dose, or the depositor's remark. The call rests on the fitted dose curve; in most records, active means well fitted curve in the direction sought with a large enough effect; inconclusive means small, poorly fitted or top-dose-only effect, or another doubt; inactive means no such curve, though single readings can be large; an effect the other way counts as inactive or inconclusive. On the % scale 0 is the no-effect control and ±100 the full control effect; potency means the concentration at half of the fitted maximal effect. Only part of the results is shown; rates above refer to the full screens.
# Start of the listing, in advance:
SMILES | UDG counterscr | AID inh
CCC(=O)C1=C(c2ccc3c(c2)CCCC3)N(C(=O)CC)n2c(CC)nnc2S1 | 24.4% | 7.6%
CC(C)c1ccc(-c2cc(C3CC3)nc(N)c2C#N)cc1 | 0.8% | 5.8%

# The list itself, previewed entries included:
SMILES | UDG counterscr | AID inh
CCC(=O)C1=C(c2ccc3c(c2)CCCC3)N(C(=O)CC)n2c(CC)nnc2S1 | 24.4% | 7.6%
CC(C)c1ccc(-c2cc(C3CC3)nc(N)c2C#N)cc1 | 0.8% | 5.8%
Cc1ccc(-c2cc3ncc4c(n3n2)-c2cc(C)ccc2OC4)cc1 | 5.1% | 9.8%
O=C(C1CC1)N1CCc2cc(Br)cc(S(=O)(=O)N3CCN(c4ccccc4F)CC3)c21 | -11.3% | 13.3%
CCOc1c(/C=C/c2ccc3cccc(O)c3n2)cccc1OC | 3.1% | 34.0%[activator]
COc1ccc(Cc2nnc(SCC(=O)Nc3ccc(Br)c(C)c3)n2C)cc1 | -4.8% | -11.0%
CS(=O)(=O)N(CC(=O)N1CCc2ccccc2C1)c1ccccc1 | 2.1% | -0.1%
CN(C)c1ccc(/C=C(\C#N)c2nc(-c3ccc(Cl)c(Cl)c3)cs2)cc1 | -8.4% | 34.7%[activator]
CCCCN(C)CC(O)Cn1cc(/C=C/C(=O)c2ccc(C)cc2)c2ccccc21 (stereo not drawn) | -14.6% | ?
COc1c(Cl)cc(Cl)cc1/C=C(\C#N)c1nc2ccc(C)cc2[nH]1 | 1.5% | -4.0%
O=C(NCC(c1cccs1)N1CCOCC1)c1cc2ccccc2oc1=O (stereo not drawn) | -11.9% | -4.1%
Cc1cc(OCC(=O)NCCCN2CCOCC2)c2c(C)c(C)c(=O)oc2c1 | 2.0% | 7.9%
CCOC(=O)C1CCCN(S(=O)(=O)c2cc(-c3cc(C)no3)ccc2C)C1 (stereo not drawn) | -5.3% | -5.8%
O=C(CN1CCN(c2nc(C(F)(F)F)nc3ccccc23)CC1)N1CCCC1 | -6.3% | -10.6%
Cc1ccc(C(=O)O)c(Cl)n1 | -12.7% | -8.3%
CC(=O)c1cc(-c2ccccc2)n(CCC(=O)NC(C)c2ccccc2)c1C (stereo not drawn) | 4.1% | -12.5%
CCc1ccccc1NC(=O)C(OC(=O)c1ccccc1)C(OC(=O)c1ccccc1)C(=O)O (stereo not drawn) | -7.1% | -0.6%
CONC(=O)CC1Sc2ccc(Cl)cc2NC1=O (stereo not drawn) | -0.2% | 1.9%
Cc1ccc(OCC(=O)Nc2ccccc2OCc2cc(=O)n3ccccc3n2)cc1C | -3.3% | 0.6%
CCC(C)n1c(=N)c(C(=O)NC2CCCC2)cc2c(=O)n3ccccc3nc21 (stereo not drawn) | -2.6% | 28.3%
CC1=C(C)CC(C(=O)N2CCN(Cc3ccc(C)cc3)CC2)C(C(=O)O)C1 (stereo not drawn) | -0.4% | -12.5%
O=C(NCCc1ccc(Cl)cc1)c1ccc(CS(=O)(=O)Cc2ccccc2F)o1 | -6.9%[57.5 µM] | 0.8%
Cc1ccccc1CN1C(=O)c2ccccc2Sc2ccc(C(=O)NC(C)c3ccccc3)cc21 (stereo not drawn) | -3.6%[57.5 µM] | -0.8%
Cc1ccc2c(c1)N(C(=O)C1CCN(S(=O)(=O)c3c(C)noc3/C=C/c3ccccc3F)CC1)CCO2 | -3.0% | ?
CCc1ccc(CN(Cc2ccco2)C(=O)COc2ccc(Cl)cc2C)cc1 | -7.6%[57.5 µM] | -16.6%
Cc1nc2cccnc2n1C1CCN(C(=O)Nc2ccccc2C(F)(F)F)CC1 | 5.5% | -0.7%
Cc1cc(C)nc(NC(=O)Nc2ccc(C)c(F)c2)c1 | 6.1% | 0.6%
CC(C)NC(=O)C(C)Sc1ncc(-c2ccc(F)cc2)o1 (stereo not drawn) | 3.1% | 0.9%
CNC(=O)c1ccc(NC(=O)c2ccc3c(c2)NC(=O)CS3)cc1 | 1.3% | 4.7%
COC(=O)c1cccnc1-n1c(=O)c2cccnc2n(CC(=O)Nc2ccccc2F)c1=O | 18.1% | 0.9%

# Five neighbouring entries already listed, quoted:
SMILES | UDG counterscr | AID inh
CN(C)c1ccc(/C=C(\C#N)c2nc(-c3ccc(Cl)c(Cl)c3)cs2)cc1 | -8.4% | 34.7%[activator]
CCCCN(C)CC(O)Cn1cc(/C=C/C(=O)c2ccc(C)cc2)c2ccccc21 (stereo not drawn) | -14.6% | ?
COc1c(Cl)cc(Cl)cc1/C=C(\C#N)c1nc2ccc(C)cc2[nH]1 | 1.5% | -4.0%
O=C(NCC(c1cccs1)N1CCOCC1)c1cc2ccccc2oc1=O (stereo not drawn) | -11.9% | -4.1%
Cc1cc(OCC(=O)NCCCN2CCOCC2)c2c(C)c(C)c(=O)oc2c1 | 2.0% | 7.9%

# Going on with the list.
SMILES | UDG counterscr | AID inh
CC(C)=CC(=O)NC(c1cccs1)C1CCCC1 (stereo not drawn) | -1.3% | 3.2%
Cc1ccccc1OCCSC(C)C(=O)NC(C)(C)C (stereo not drawn) | -4.6% | -10.2%
Cc1nc2nncn2c(N2CCN(c3ccccc3)CC2)c1C | -4.7% | 0.6%
Cc1nn(CC(=O)NCc2ccccc2Cl)c(=O)c2cccn12 | 1.3% | -6.7%
Cc1cccn2c(=O)c(C(=O)NCCc3ccc(S(N)(=O)=O)cc3)c(O)nc12 | -9.2% | 3.7%
Cc1cc(C)cc(NC(=O)C2CCCN2S(=O)(=O)c2ccc3nc(-c4ccccc4)[nH]c3c2)c1 (stereo not drawn) | 4.4% | 21.4%
O=C(Nc1ccccc1)Nc1cc(S(=O)(=O)N2CCOCC2)ccc1NCC1CCCO1 (stereo not drawn) | 2.6% | 1.2%
CCOc1ccccc1C(=O)Nc1cc(-c2nc3cccnc3s2)ccc1C | -3.4% | 1.8%
CCn1nc(C(=O)N2CCC(C(N)=O)CC2)c2ccccc2c1=O | 1.2% | 4.5%
CC(C)c1ccc(S(=O)(=O)c2nnn3c2nc(N2CCC4(CC2)OCCO4)c2sccc23)cc1 | 6.8% | -13.5%
Cc1cc(SCC(=O)NC(=O)NCC(C)C)nc2ccccc12 | 7.0% | -12.2%
COc1cc(OC)c(NC(=O)C(c2ccccc2)N2Cc3ccccc3C2=O)cc1Cl (stereo not drawn) | -11.1% | ?
CCc1ccccc1NC(=O)c1ccc(=O)n(Cc2ccc(F)cc2)c1 | -1.1% | ?
COc1ccccc1-c1nnc(C2CCN(S(=O)(=O)c3ccc(CC(C)C)cc3)CC2)o1 | -4.4% | ?
Nc1nc(CN2CCN(C(=O)c3cccc(C(F)(F)F)c3)CC2)nc2ccccc12 | -4.1% | -2.2%
CCCN1C(=O)C2(c3ccccc31)c1c(oc3ccc(C)cc3c1=O)C(=O)N2CCOC (stereo not drawn) | -3.6% | -13.3%
COC(=O)c1ccc(NC(=O)CSc2nc(=O)n(Cc3ccco3)c3c2CCC3)cc1 | 0.0% | -6.9%
O=S(=O)(NCc1cccs1)c1ccc2ccccc2c1 | 0.8% | 1.0%
CC1Sc2ccc(C(=O)Nc3nc(-c4ccc(Cl)cc4)cs3)cc2NC1=O (stereo not drawn) | -14.7% | -16.2%
CNc1cccc(Cl)c1Cl | 10.4% | 3.1%
Cc1ccc(Nc2ncnc3c2nc2n3CCCC2)c(Br)c1 | -5.8% | -11.8%
O=C(CSc1nnc(Cc2ccccc2)o1)Nc1cc(Cl)cc(Cl)c1 | -5.3% | -2.7%
C/C(=N\NC(=O)C1CCCCC1)c1ccc(C2CCCCC2)cc1 | -5.5% | -4.0%
COc1cc2c(cc1OC)C(c1ccc(Cl)cc1)N(c1ccc(C)c(F)c1)C(=O)C2 (stereo not drawn) | ? | ?
Cc1cc(C)cc(NC(=O)c2cccs2)c1 | -3.8% | -9.6%
Cc1nn(-c2ccccc2)c2c1cc1c(=O)n(C)c(=O)nc-1n2-c1cccc(Cl)c1 | 2.6% | 0.5%
Cc1ccc(-c2nnn3c2nc(NC2CCC(C)CC2)c2ccccc23)cc1 (stereo not drawn) | -10.8% | -19.3%
CCc1ccccc1NC(=O)CSc1nc2ccccc2nc1Cc1cccc(OC)c1 | 5.5% | 0.2%
Cc1oc(-c2cccs2)nc1CC(=O)NCc1ccc2c(c1)OCO2 | -2.5% | -1.2%
Cc1ccc(-c2nn(-c3ccc(F)cc3F)c3c2cnc2ccc(F)cc23)cc1 | 49.7%[activator] | 6.6%
Cc1cc(C)c(NC(=O)C(C)SCCO)c(C)c1 (stereo not drawn) | 1.0% | -1.6%
CN=C1S/C(=C\c2sccc2C)C(=O)N1C | 7.9% | -3.2%
CC1=C(c2ccc(F)cc2)S(=O)(=O)NC1=NCc1ccccc1Cl | 3.5% | 13.4%
Cc1ccc(C2=[N+]([O-])C(C)(C)C(c3ccc(C)cc3)=[N+]([O-])C2(C)C)cc1 | 9.5% | 2.7%
O=C(Cn1nc(-c2cccs2)c2ccccc2c1=O)Nc1ccc(N2CCCCC2)cc1 | 6.7% | 0.9%
CCOC(=O)C1=C(C)N(Cc2ccccc2)C(=O)NC1c1ccccc1F (stereo not drawn) | -10.3% | -17.0%
Cc1ccc(NS(=O)(=O)c2cccc(Cl)c2Cl)cc1S(=O)(=O)N(C)C | 8.8% | 1.7%
O=C(Nc1ccc(Cl)c(C(F)(F)F)c1)C(Cc1ccccc1)NS(=O)(=O)c1cccc2nsnc12 (stereo not drawn) | -4.2% | 2.3%
COc1ccc(NC(=O)C(Cc2ccccc2)n2cccc2)cc1OC (stereo not drawn) | -6.4% | 3.9%
COc1ccc(Cl)cc1N(CC(=O)N1CCc2ccccc2C1)S(C)(=O)=O | 4.7% | -2.8%
C=CCNC(=O)Nc1ccc(NC(=O)CN(CC)CC)cc1 | 0.5% | 20.8%
Cc1ccc(C(=O)C(O)NC(=O)c2ccccc2)cc1 (stereo not drawn) | 3.1% | -4.0%
CC(NC(=O)Cc1cccc(C(F)(F)F)c1)c1ccc(F)cc1F (stereo not drawn) | 5.8% | -8.8%
CS(=O)(=O)NC1CCN(C(=O)c2cc(Br)ccc2F)CC1 | 2.8% | 2.0%
O=C(CN1CSCC1=O)NC(c1ccc(F)cc1)C1CCCC1 (stereo not drawn) | -1.4% | -6.8%
Cc1nn(CC(=O)N(CC2CCOC2)C2CC2)c(=O)c2ccccc12 (stereo not drawn) | 1.0% | 1.9%
CCCNc1c(NS(=O)(=O)c2ccc(Cl)cc2)c(=O)oc2ccccc12 | -2.1% | -1.6%
COc1ccccc1CNC(=O)CCC(=O)N1Cc2ccccc2Oc2ncccc21 | 0.5% | -11.6%
O=C(/C(=C\c1ccc(Br)cc1)c1nc2ccccc2o1)c1ccccc1 | 11.4% | -1.9%
CCc1nn(CC(=O)N2CCN(c3cccc(C(F)(F)F)c3)CC2)c(=O)c2cc3occc3n12 | -26.9% | -20.2%
Cc1ccc(-n2nc3ccc(NC(=O)COc4ccccc4)cc3n2)cc1Cl | 1.0% | 55.4%[activator]
COc1cc(OC)c(OC)cc1CN1CCc2nc(N3CCN(c4ccccc4F)CC3)ncc2C1 | -11.1% | -18.2%
Cc1ccc(-c2nc(Cn3cnc(C#N)n3)co2)c(C)c1 | -6.0% | -8.1%
CC(C)(C)C(=O)NCCC(=O)NCc1cccc(NC(=O)C2CCCC2)c1 | 3.8% | 8.0%
CCc1ccc(OCCNC(=O)OC)cc1 | 2.8% | -1.0%
CC(C)C(=O)Nc1ccc(I)cc1Cl | 5.9% | -3.4%
Cc1cccc(CN2C(=O)N(c3ccc(C(C)C)cc3)S(=O)(=O)c3ccccc32)c1 | -4.8% | -5.4%
CNC(=O)CCCN1C(=O)CCn2nc(-c3cn(C)c4ccccc34)cc21 | 14.6% | 24.5%
Cc1ccc(-c2cc(C(=O)OCC(=O)N3CCCC3)c3ccccc3n2)o1 | 5.0% | -3.1%
COc1ccc(CN2CCCCCC2c2cccs2)c(OC)c1 (stereo not drawn) | -6.9% | -8.8%

# More entries.
SMILES | UDG counterscr | AID inh
CC(=O)Nc1ccc(NC(=O)NC(C)C)cc1 | -2.5% | 4.8%
Cc1ccc(C(c2ccccc2)c2c(C)[nH]c3ccccc23)s1 (stereo not drawn) | -2.0%&-19.2% | -11.5%&-15.3%
CC(=O)c1ccc(NC(=O)CSc2nnc(NC(=O)Nc3ccccc3)s2)cc1 | -6.6% | 0.4%
CCC(C)c1ccccc1OS(=O)(=O)c1ccc2oc(=O)ccc2c1 (stereo not drawn) | 1.9% | -11.3%
COc1ccc(Cn2c(CCC(=O)Nc3ccccc3OC)nc3cccnc32)cc1 | -7.7% | 1.6%
CCOC(=O)CNC(=O)c1ccc(C(=O)NCC(=O)OCC)cc1 | -2.0% | -6.4%
CN(CCc1ccncc1)C(=O)c1cc(C2CC2)nc2ccccc12 | 7.6% | 6.9%
CCC(=O)Nc1nnc(S(=O)(=O)N(C)Cc2ccc(Cl)cc2)s1 | ? | 6.7%
Cc1ccc(/C=C2/CCc3c2nc2ccccc2c3C(=O)O)s1 | 11.8% | 4.0%
CC(=O)N(c1cccc(C)c1)c1nc(CSc2nnc(C3CC3)n2C2CC2)cs1 | 1.3% | -7.0%
CCOC(=O)N1CCN(C(=O)c2ccc(N3C(=O)CCS3(=O)=O)cc2Cl)CC1 | -8.9% | 4.8%
Cc1ccc(NC(=O)CSc2ncc(S(=O)(=O)c3ccc(C(C)C)cc3)c(=O)[nH]2)cc1C | -9.5% | ?
